UBC13 polyUb = UBC13 polyubiquitin chain formation inhibitors, primary screen, biochemical, TR-FRET, uHTS; Ubiquitin-conjugating enzyme E2 N (Homo sapiens), P61088; actives 0.47% (n = 330,000); inhibition, % at 20 µM; in the data active = inhibition above about 45%, passing the limit was not always enough
Target sequence (P61088 whole entry, looked up): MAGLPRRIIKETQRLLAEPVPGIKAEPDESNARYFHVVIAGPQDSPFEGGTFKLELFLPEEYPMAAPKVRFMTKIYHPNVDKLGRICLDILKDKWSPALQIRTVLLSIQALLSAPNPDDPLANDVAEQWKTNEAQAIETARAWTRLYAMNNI
ATG4B inhibitor = ATG4B protease inhibitors, primary screen, biochemical, fluorescence, uHTS; ATG4B cleavage of LC3-PLA2, NBD-HPC fluorescence, 1 h; Cysteine protease ATG4B (Homo sapiens), Q9Y4P1; inhibition, % at 8.33 µM; actives 0.51% (n = 340,000); in the data active = inhibition above about 40%
Target sequence (Q9Y4P1 whole entry, looked up): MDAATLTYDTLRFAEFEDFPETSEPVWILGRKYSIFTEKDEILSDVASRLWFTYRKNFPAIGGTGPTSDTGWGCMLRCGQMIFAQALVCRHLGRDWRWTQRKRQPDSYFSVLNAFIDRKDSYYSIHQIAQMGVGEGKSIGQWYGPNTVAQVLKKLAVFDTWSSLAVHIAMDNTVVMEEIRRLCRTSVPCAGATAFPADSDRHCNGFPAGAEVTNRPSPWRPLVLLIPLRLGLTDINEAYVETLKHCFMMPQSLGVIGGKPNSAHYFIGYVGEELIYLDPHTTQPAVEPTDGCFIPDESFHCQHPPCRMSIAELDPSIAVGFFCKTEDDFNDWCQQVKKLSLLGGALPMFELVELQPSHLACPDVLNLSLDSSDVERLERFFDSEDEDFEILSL
Gli-Sufu antag = Gli-Sufu pathway antagonists, primary screen, luciferase luminescence, Sufu-KO-LIGHT cells, uHTS; Sufu-KO-LIGHT fibroblasts, Gli luciferase reporter luminescence; inhibition, % at 5 µM; actives 0.74% (n = 340,000); AID 588413, 2011;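 active = inhibition above about 55%, limit read from the data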;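 also: 0% = DMSO-treated cells and 100% = wells with medium but no cells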
APJ agonist = agonists of human apelin receptor APJ, primary screen, CHO-K1 cells, PathHunter beta-arrestin, luminescence; P35414; 0% DMSO wells, 100% apelin; activation, % at 20 µM; actives 0.11% (n = 330,000);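 active = activation more than six SD over the plate average, tested at 20 µM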;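 also: 0% = DMSO alone and 100% = apelin-13 at 10 nM; some results filed as inactive read as strong as hits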
Target sequence (P35414 whole entry, looked up): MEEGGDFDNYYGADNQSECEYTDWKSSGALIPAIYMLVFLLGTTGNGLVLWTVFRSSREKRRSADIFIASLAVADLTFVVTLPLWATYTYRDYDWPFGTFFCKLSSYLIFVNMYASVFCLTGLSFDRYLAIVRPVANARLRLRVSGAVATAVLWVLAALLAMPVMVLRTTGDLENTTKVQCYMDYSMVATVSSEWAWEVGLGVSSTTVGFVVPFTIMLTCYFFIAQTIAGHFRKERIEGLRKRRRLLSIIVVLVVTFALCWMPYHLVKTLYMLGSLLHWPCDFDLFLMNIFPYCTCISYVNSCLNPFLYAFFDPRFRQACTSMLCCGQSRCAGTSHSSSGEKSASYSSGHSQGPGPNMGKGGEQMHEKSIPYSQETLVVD
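Assay system: CHO-K1 APJ beta-arrestin complementation cell line / Compound: single test compound dose, 20 µM final, 1% DMSO / Times: overnight seeding, 90 min compound at 25 °C, 1 h detection / Technique: beta-gal luminescence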
APJ antag = antagonists of human apelin receptor APJ, primary screen, CHO-K1 cells, beta-arrestin complementation, luminescence | P35414 | inhibition, % at 20 µM | actives 0.32% (n = 330,000) | AID 2521, 2010;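 active = inhibition above about 40% at 20 µM, limit read from the data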;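 also: cells challenged with 10 nM apelin-13 agonist together with compound; plate controls were apelin-13 plus DMSO wells for no effect and DMSO wells lacking apelin-13 for full effect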
CCR6 antag = CCR6 receptor antagonists, primary screen, cell-based, CHO-K1, luminescence, beta-arrestin, uHTS; inhibition, % at 20 µM; C-C chemokine receptor type 6 (Homo sapiens), P51684; AID 493098, 2011; actives 0.49% (n = 340,000); CHO-K1 CCR6 PathHunter beta-arrestin, CCL20-stimulated;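 active = compounds whose inhibition of the agonist-driven luminescence signal at 20 µM reaches about 50%, limit read from the data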;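 also: cells stimulated with CCL20 at 14 nM final; plate controls were DMSO with CCL20 for no effect and DMSO without agonist for full effect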
EBI2 block = EBI2 receptor antagonists, beta-arrestin recruitment, primary screen, cell-based, luminescence, 7a,25-OHC stimulation, uHTS. 7a,25-OHC stimulated. inhibition, % at 5 µM. actives 0.81% (n = 360,000). AID 651636, 2012; in the data active = inhibition above about 38%;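 also: enzyme fragment complementation signal reports receptor beta-arrestin coupling in cells; 0% = agonist plus DMSO wells and 100% = wells without agonist; some results beyond the cut were filed as inactive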
CXCR6 block = CXCR6 receptor inhibitors, primary screen, cell-based, beta-arrestin, luminescence, CHO-K1 PathHunter, 1536-well; actives 0.36% (n = 360,000); AID 602244, 2012; inhibition, % at 20 µM; C-X-C chemokine receptor type 6 (Homo sapiens), O00574; in the data active = inhibition above about 34%, passing the limit was not always enough;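 also: antagonist mode with CXCL16 agonist at 10 nM final; 0% = 10 nM CXCL16 with DMSO and 100% = unstimulated wells without agonist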
* marks the source's active call; other numbers are inactive results; x = not tested or not shown; & = joins results of further samples.

SMILES	UBC13 polyUb	ATG4B inhibitor	Gli-Sufu antag	APJ agonist	APJ antag	CCR6 antag	EBI2 block	CXCR6 block
Cc1cc(NC(=O)c2cccnc2)ccc1NC(=O)c1ccco1	1	-6	5	-2	16	-24	-7	-9
Cn1ccs/c1=N\C(=O)Nc1cccc(Cl)c1	8	-5	-85	-3	0	14	-4	-4
O=C(Cc1ccccc1)Nc1cccc(C(=O)O)c1O	18	4	16	-2	12	8	-7	2
Cc1ccc(C(C)C)c(OCc2ccc(C(=O)N/N=C/c3ccc(O)cc3O)cc2)c1	x	-16	35	x	x	0	-3	7
O=C(Nc1ccc(F)cc1)c1cc(S(=O)(=O)Nc2ccc(F)cc2)cs1	-4	4	32	-1	8	5	-1	-6
CC1=C(C(=O)NCCc2ccc(C)cc2)C2(CCC(C)CC2)OC1=O (stereo not drawn)	-1	-8	-7	-2	3	13	27	4
Cc1cccc(OCCCC(=O)Nc2ccc(Br)cc2)c1	1	2	-2	1	7	17	12	-16
Cc1ccc(C)c(S(=O)(=O)N2CCN(C(=O)Cn3[nH]c(=O)c4ccccc4c3=O)CC2)c1	0	-3	1	-7	10	10	18	1
CC(=O)c1c(C)[nH]c(C(=O)NC2CCCCC2)c1C	4	-7	-1	2	-1	-3	-1	-1
CSc1ncc(Cl)c(C(=O)Nc2ccccc2Br)n1	2	-7	1	-2	9	5	-5	1
Cc1cccc2cc(CN(Cc3cccs3)C3(c4nnnn4C4CCCC4)CCCC3)c(=O)[nH]c12	-10	-9	22	-1	-4	-13	8	12
O=C(c1ccc(Cl)c(Cl)c1)N1CCC(=O)N(C(CO)Cc2ccccc2)CC1 (stereo not drawn)	-10	-2	-8	-2	-16	6	-7	13
CCC(=O)c1ccc(OCC(=O)Nc2ccc3nc(C)sc3c2)cc1	14	-6	-2	-6	-31	5	5	-3
O=C(CN(Cc1ccc2c(c1)OCO2)C(=O)CNC(=O)c1ccco1)NC1CCCCC1	-6	3	-1	1	1	-8	-3	1
Cc1sc(NC(=O)c2ccco2)c(CN2CCCCC2)c1C	7	26	3	-5	-4	26	-2	-5
O=C(Nc1ccc(F)cc1)C1CCCCC1	-5	-4	-4	-1	14	-24	2	-4
CC(C)C[C@H](N)c1cn([C@@H](Cc2ccc(O)cc2)C(=O)N2CCNCC2)nn1	5	-1	-4	3	1	7	2	0
COCC1CCN(C(=O)CCc2nnc(C3(c4ccc(Cl)cc4)CCC3)o2)CC1	-2	23	1	-3	-10	17	-24	3
CCOc1ccccc1Nc1nnc(Cc2ccccc2Cl)c(=O)[nH]1	8	9	12	-3	-8	-4	1	2
NCCNc1ccc([N+](=O)[O-])c(Sc2nc3ccccc3[nH]2)c1	-1	1	-14	0	-10	31	10	-2
COc1ccc(-c2nnc(SCC(=O)NCc3cccs3)n2C(C)C)cc1	-1	-3	-2	-1	11	15	-12	3
CC(C)=CCC/C(C)=C/COc1c2occc2cc2ccc(=O)oc12	-8	-3	4	0	0	6	4	-10
O=C(C[C@H]1C/C=C\C[C@H](Cc2ccc(F)cc2)C(=O)OC[C@@H]2CCCN2C1=O)N[C@H](CO)Cc1ccccc1	-6	-4	17	2	13	3	-10	2
O=C(/C=C/c1ccc(-c2cccc([N+](=O)[O-])c2)o1)N1CCOCC1	-17	4	-31	2	-13	6	10	-3
CCOc1ccc2[nH]c(C)c(CN3CCN(C)CC3)c(=O)c2c1	6	4	5	-1	-23	2	3	-4
COc1ccc(NS(=O)(=O)c2c(C)n(C)c(=O)n(C)c2=O)cc1OC	-4	-1	-2	2	-3	-9	-8	-1
Cc1onc(-c2ccccc2)c1-c1ccnc(N)n1	6	-5	4	-1	-3	11	-6	0
COc1cc(NC(=O)c2ccc(S(=O)(=O)N(C)C)cc2)cc(OC)c1OC	8	-3	5	-1	5	-5	-8	0
Cc1nn(-c2ccccc2)c(C)c1C(=O)OCC(=O)N(C)c1ccccc1	1	-2	-4	-1	2	14	2	-4
CCOC(=O)C1CN(S(=O)(=O)c2cccs2)c2ccc(CC(=O)OC)cc2O1 (stereo not drawn)	2	0	-6	0	10	19	-3	-2
COc1cc(/C=N/NC(=O)c2ccc(-n3cccc3)cc2)ccc1O	-10	-18	-3	-1	-6	-10	0	-4
CC(=O)c1cccc(N(CC(=O)Nc2cccnc2)S(C)(=O)=O)c1	6	-1	5	-4	12	-14	2	-3
CC(=O)c1cc(C#N)c(SCc2ccccc2)nc1C	-5	-3	-1	-3	-18	23	-1	9
CCOC(=O)N1CCN(C2CC(=O)N(c3ccc(Oc4ccccc4)cc3)C2=O)CC1 (stereo not drawn)	-5	-9	-2	0	11	-2	-6	1
Cc1ccc(C(=O)N2CCN(Cc3ccc4c(c3)OCO4)CC2)cc1S(=O)(=O)N1CCOCC1	3	-7	-2	-1	-27	6	0	-4
Cc1cccc(NC(=O)N2CCN(Cc3ccc4c(c3)OCO4)CC2)c1C	4	-19	2	2	16	-7	-1	-5
Nc1nc(-c2cccs2)c(-c2cccs2)s1	-7	-1	0	0	-2	13	-1	-14
COc1ccc(CN2C(=O)C(Cc3ccccc3)Nc3ncnc(N4CCOCC4)c32)cc1 (stereo not drawn)	3	-7	1	-10	25	36	-2&-5	18&19
Cc1ccc(O)c(NC(=O)C2=CC(c3ccco3)=NS(=O)(=O)N2C)c1	1	-6	-17	-3	10	8	21	8
COc1ccc(NC(=O)Nc2ccccc2)cc1S(=O)(=O)N1CCCCC1	4	-10	12	-1	6	8	4	-9

Ordered by value in ATG4B inhibitor (high to low): 3 of the compounds above
mol	UBC13 polyUb	ATG4B inhibitor	APJ antag	CCR6 antag	EBI2 block	CXCR6 block
O=C(Nc1ccc(F)cc1)C1CCCCC1	-5	-4	14	-24	2	-4
Cc1cc(NC(=O)c2cccnc2)ccc1NC(=O)c1ccco1	1	-6	16	-24	-7	-9
CC1=C(C(=O)NCCc2ccc(C)cc2)C2(CCC(C)CC2)OC1=O (stereo not drawn)	-1	-8	3	13	27	4

More structures:
SMILES	UBC13 polyUb	ATG4B inhibitor	Gli-Sufu antag	APJ agonist	APJ antag	CCR6 antag	EBI2 block	CXCR6 block
COC(=O)c1ccc(-c2nc3ccc(C)cc3o2)cc1	11	-7	-154	-4	-9	17	-3	-11
O=C(c1cccc(S(=O)(=O)NCCOc2ccccc2)c1)N1CCN(c2ncccn2)CC1	4	6	2	6	-20	-14	3	-3
COc1ccc(CC(NC(C)=O)C(=O)NC2CCN(C(=O)c3ccc([N+](=O)[O-])cc3)CC2)cc1OC (stereo not drawn)	-3	-5	-1	-3	2	-5	-2	-3
NC(=O)Nc1n[nH]c(-c2ccccc2)n1	x	4	5	x	x	-3	-4	-10
COC(=O)[C@]1(Cc2ccccc2)N[C@H](CN(C)C(=O)c2ccc(F)cc2)[C@@H]2C(=O)N(Cc3ccccc3)C(=O)[C@@H]21	1	0	-2	-5	4	7	-7	1
O=C(O)CCn1c(C(=O)O)cc2sccc21	-9	-11	-3	1	8	8	4	-1
Cc1ccc(C(=O)N(c2ccccn2)C(C)c2ccco2)cc1 (stereo not drawn)	-3	-3	-5	-1	0	-29	2	6
c1ccc2[nH]cnc2c1	-9	2	-12	-5	7	-1	-1	-6
CCOC(=O)N1CCN(C(=O)COC(=O)CNC(=O)c2ccc(OCC)c(OCC)c2)CC1	-5	-5	-9	-4	-7	1	-11	-2
COc1cccc(/C=N/n2c(SC)nnc2-c2ccccc2)c1O	13	-13	-5	-7	1	-2	-24	-3
CC(C(=O)O)N1C(=O)CSC1=S (stereo not drawn)	-11	-6	3	5	-6	-3	-6	-4
Cc1ccc(N2CS(=O)(=O)/C(=C/N(C)C)C2=O)cc1	-3	4	-55	-1	14	11	4	3
CCCCn1c(NCCN(C)C)nc2c1c(=O)[nH]c(=O)n2C	3	-2	8	-3	14	-18	4	0
Cc1ccccc1Nc1ncnc2[nH]ncc12	x	-5	7	x	x	3	-2	7
CC(=O)C1=C(O)C(=O)N(Cc2cccnc2)C1c1ccc(Cl)cc1Cl (stereo not drawn)	-6	-5	-8	-1	-4	1	10	4
CCCCCSc1nc2c(c(=O)[nH]c(=O)n2C)n1C	9	-3	8	-3	12	6	-12	-1
Cc1nn(CC(C)C)c2sc(C(=O)NC3CC(C)(C)NC(C)(C)C3)cc12	-2	-5	2	-2	4	10	2	10
COc1cc2[nH]c(=O)n(Cc3ccc(C(=O)NC4CCN(Cc5ccccc5)CC4)cc3)c(=O)c2cc1OC	15	-7	11	-4	-3	20	2	9
Cc1nc2scc(-c3ccc(Cl)cc3)c2c(=O)o1	10	4	0	-5	-4	4	-2	3
CN(C)C(=O)CN1C(=O)NC2(CCCc3ccccc32)C1=O (stereo not drawn)	4	2	-16	0	13	1	-2	6
CCC1=C([N+](=O)[O-])C(c2ccc3c(c2)OCO3)NC(=O)N1 (stereo not drawn)	-13	-1	-6	-4	-2	4	-9	-2
COc1ccc(/C=N/NC(=O)c2ccc3nc[nH]c3c2)c(OC)c1	6	-12	17	-2	-6	0	0	2

Sorted by molecular weight (largest number first): 14 of the compounds above
SMILES	UBC13 polyUb	ATG4B inhibitor	Gli-Sufu antag	APJ agonist	APJ antag	CCR6 antag	EBI2 block	CXCR6 block
COc1ccc(CC(NC(C)=O)C(=O)NC2CCN(C(=O)c3ccc([N+](=O)[O-])cc3)CC2)cc1OC (stereo not drawn)	-3	-5	-1	-3	2	-5	-2	-3
O=C(c1cccc(S(=O)(=O)NCCOc2ccccc2)c1)N1CCN(c2ncccn2)CC1	4	6	2	6	-20	-14	3	-3
CCOC(=O)N1CCN(C(=O)COC(=O)CNC(=O)c2ccc(OCC)c(OCC)c2)CC1	-5	-5	-9	-4	-7	1	-11	-2
COc1cccc(/C=N/n2c(SC)nnc2-c2ccccc2)c1O	13	-13	-5	-7	1	-2	-24	-3
COc1ccc(/C=N/NC(=O)c2ccc3nc[nH]c3c2)c(OC)c1	6	-12	17	-2	-6	0	0	2
CCCCn1c(NCCN(C)C)nc2c1c(=O)[nH]c(=O)n2C	3	-2	8	-3	14	-18	4	0
CN(C)C(=O)CN1C(=O)NC2(CCCc3ccccc32)C1=O (stereo not drawn)	4	2	-16	0	13	1	-2	6
CCC1=C([N+](=O)[O-])C(c2ccc3c(c2)OCO3)NC(=O)N1 (stereo not drawn)	-13	-1	-6	-4	-2	4	-9	-2
CCCCCSc1nc2c(c(=O)[nH]c(=O)n2C)n1C	9	-3	8	-3	12	6	-12	-1
COC(=O)c1ccc(-c2nc3ccc(C)cc3o2)cc1	11	-7	-154	-4	-9	17	-3	-11
O=C(O)CCn1c(C(=O)O)cc2sccc21	-9	-11	-3	1	8	8	4	-1
Cc1ccccc1Nc1ncnc2[nH]ncc12	x	-5	7	x	x	3	-2	7
NC(=O)Nc1n[nH]c(-c2ccccc2)n1	x	4	5	x	x	-3	-4	-10
c1ccc2[nH]cnc2c1	-9	2	-12	-5	7	-1	-1	-6
